ARFGAP1 inh: inhibitors of rat ARFGAP1. Arfgap1-stimulated ARF1 GTP hydrolysis, GDP FP detection. inhibition, % at 16.5 µM. 360,000 tested, 0.26% active. AID 651572;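 active = inhibition above a per-plate limit, mean inhibition of low control wells plus 3 SD, cut at about 25% in these data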;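 note: 0% = DMSO wells with enzyme and 100% = wells lacking Arfgap1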
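Material: rat Arfgap1 GAP domain (His6, aa 1-136), purified enzyme. Also added: human ARF1(Δ1-17)-GTP substrate. Compound dosing: 16.5 µM single point, 1.26% DMSO. Timing: enzyme reaction 120 min at 25 °C after 20 min preincubation. Signal: GDP detection by fluorescence polarization. Read-out basis: percent inhibition of GAP-stimulated GDP formation, scaled between DMSO and no-Arfgap1 medians.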
TDP2 absorb: TDP2 (human) inhibition, absorbance primary screen; O95551; recombinant TDP2, T5PNP hydrolysis, p-nitrophenol absorbance 415 nm; inhibition, % at 12.8 µM; 370,000 tested, 0.34% active; AID 720702;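 active = inhibition above the mean of all tested compounds plus 3 SD, set per campaign, cut at about 25% in these data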;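 note: 0% = DMSO with enzyme and 100% = buffer with substrate but no TDP2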
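test system = human TDP2 enzyme | input = TDP2 enzyme at 120 nM final | medium = 50 mM Tris-HCl pH 7.5 with Mg2+, KCl, DTT, BSA | also added = T5PNP substrate, 5 mM | times = 2 h at 37 °C | technique = epi absorbance | benchmarks = high control without enzyme, low control DMSO plus TDP2 | replication = each compound tested once, singlicate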
KLK7 zymogen act: activates the human kallikrein-7 zymogen | P49862 | purified proKLK7, EDANS-DABCYL substrate fluorescence; 100% is mature enzyme control, 0% vehicle | activation, % at 7 µM | 370,000 tested, 0.9% active | AID 652039;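 active = activation above the mean of all tested compounds plus 3 SD, computed per campaign excluding outliers beyond control limits, cut at about 13% in these data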
ADAM10 inh: inhibitors of human ADAM10; O14672; recombinant ADAM10, EDANS/DABCYL FRET peptide cleavage, 3 h; inhibition, % at 7 µM; 370,000 tested, 0.62% active;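 active = inhibition above a per-campaign cutoff equal to the mean of compounds falling between control-based bounds plus 3 SD, cut at about 20% in these data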;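 note: 0% = DMSO wells while the 100% control is not disclosed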
ADAM17 inh: ADAM17 inhibition, QFRET primary screen. AID 720648. P78536. inhibition, % at 6.95 µM. recombinant ADAM17, EDANS/DABCYL FRET peptide cleavage. 370,000 tested, 0.83% active;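 active = inhibition above the mean of compounds lying between control limits plus 3 SD, set per campaign, cut at about 8.5% in these data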;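 note: 0% = DMSO-only wells as the low control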
ASAP1 inh: blocks human ASAP1-stimulated Arf1 GTP hydrolysis | Q9ULH1 | GDP FP detection | inhibition, % at 16.5 µM | 360,000 tested, 0.19% active; in the data active = inhibition above about 25%;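 note: 0% = vehicle with enzyme and substrate and 100% = no enzyme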
DDE Tn7 FP inh: DD(E)-Tn7 binding inhibition, primary FP screen | P02675 | FP displacement of FITC-Tn7 peptide from fibrin DD(E); 0% = median of compound wells per plate | inhibition, % at 8.3 µM | 370,000 tested, 0.13% active | AID 720508;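 active = inhibition above the mean of compounds falling within the control limits plus 3 SD of them, cut at about 14% in these data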;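 note: 0% = plate median of compound wells and 100% = 10 µM Aha-Tn7 peptide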
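Assay system: human fibrin DD(E) protein / Input: 2 µM fibrin DD(E) / Benchmarks: high control of 10 µM Aha-Tn7 peptide / Measured by: fluorescence polarization of the labelled Tn7 tracer / Medium: Tris buffer with calcium and detergent, pH 7.8 / Timing: 10 min compound pre-incubation, 3 h probe incubation at room temperature / Repeats: one replicate per compound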
DDE Tn6 FP inh: inhibitors of Tn6 peptide binding to human fibrin DD(E). 370,000 tested, 0.21% active. AID 720509. inhibition, % at 8.3 µM. Fibrin DD(E) TRITC-Tn6 fluorescence polarization displacement. P02675;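 active = inhibition above a per-campaign cutoff: mean of compounds within control limits plus 3 SD, cut at about 15% in these data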;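 note: 0% = median of all compound wells on the plate and 100% = blocking peptide control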
PLC-gamma1 inh: inhibitors of human phospholipase C gamma1 | inhibition, % at 12.2 µM | 370,000 tested, 0.84% active | purified PLC-gamma1, fluorogenic substrate, fluorescence; in the data active = inhibition above about 9.5%
Target sequence (P19174 whole entry, looked up): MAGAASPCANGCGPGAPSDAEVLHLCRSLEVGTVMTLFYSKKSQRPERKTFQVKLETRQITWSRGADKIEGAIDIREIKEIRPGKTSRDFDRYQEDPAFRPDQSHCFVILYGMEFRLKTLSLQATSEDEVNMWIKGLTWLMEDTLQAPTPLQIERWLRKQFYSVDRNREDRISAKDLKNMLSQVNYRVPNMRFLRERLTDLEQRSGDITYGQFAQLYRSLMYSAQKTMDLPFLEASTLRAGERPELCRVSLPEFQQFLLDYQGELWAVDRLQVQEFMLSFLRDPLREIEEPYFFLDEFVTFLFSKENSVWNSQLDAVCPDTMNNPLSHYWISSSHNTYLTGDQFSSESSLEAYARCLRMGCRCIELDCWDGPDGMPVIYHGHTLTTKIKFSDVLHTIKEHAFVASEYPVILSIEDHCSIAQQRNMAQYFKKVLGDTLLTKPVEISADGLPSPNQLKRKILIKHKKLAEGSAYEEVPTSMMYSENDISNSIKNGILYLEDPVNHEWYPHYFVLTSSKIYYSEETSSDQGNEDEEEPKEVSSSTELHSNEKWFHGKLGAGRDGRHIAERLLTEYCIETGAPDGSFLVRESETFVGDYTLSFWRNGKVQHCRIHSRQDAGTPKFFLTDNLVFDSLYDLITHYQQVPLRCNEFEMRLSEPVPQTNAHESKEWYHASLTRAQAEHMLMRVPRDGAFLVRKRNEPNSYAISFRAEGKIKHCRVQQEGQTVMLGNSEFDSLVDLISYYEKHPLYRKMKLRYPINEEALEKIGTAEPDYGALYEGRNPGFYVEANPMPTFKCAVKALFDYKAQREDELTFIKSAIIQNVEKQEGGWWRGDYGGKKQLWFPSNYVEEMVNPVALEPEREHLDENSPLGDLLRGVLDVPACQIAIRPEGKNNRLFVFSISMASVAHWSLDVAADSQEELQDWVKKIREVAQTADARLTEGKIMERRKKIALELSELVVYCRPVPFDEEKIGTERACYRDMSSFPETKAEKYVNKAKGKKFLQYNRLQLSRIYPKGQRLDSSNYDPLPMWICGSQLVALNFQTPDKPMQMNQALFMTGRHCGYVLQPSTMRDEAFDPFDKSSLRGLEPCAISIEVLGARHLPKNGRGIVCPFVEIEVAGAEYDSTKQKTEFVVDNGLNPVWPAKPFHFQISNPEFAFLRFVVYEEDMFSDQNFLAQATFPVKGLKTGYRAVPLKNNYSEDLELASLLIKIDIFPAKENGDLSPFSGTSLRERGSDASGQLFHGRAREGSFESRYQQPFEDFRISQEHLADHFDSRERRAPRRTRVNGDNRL
LEDGF integ inh: blocks HIV-1 LEDGF/p75-dependent DNA integration; 370,000 tested, 0.64% active; inhibition, % at 3.7 µM; TR-FRET IN-LEDGF/p75 DNA integration, Eu/Cy5;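 active = inhibition above the screen-wide mean plus 3 SD, cut at about 13% in these data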;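 note: signal is the Cy5 over europium emission ratio at 671 and 618 nm; 0% = plate median of compound wells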
* = called active by the depositor; i = inactive; · = not tested or not shown.

SMILES	ARFGAP1 inh	TDP2 absorb	KLK7 zymogen act	ADAM10 inh	ADAM17 inh	ASAP1 inh	DDE Tn7 FP inh	DDE Tn6 FP inh	PLC-gamma1 inh	LEDGF integ inh
CCOc1ccc(C(=O)NN2C(=O)C3C4C=CC(O4)C3C2=O)cc1 (configuration not stated)	5	3	1.6	4	-2	1	-1	1	6	0
COc1cc(C(O)c2nc(-c3ccc(F)c(Cl)c3)cs2)ccc1F (configuration not stated)	0	-6	1.6	12	5	8	-3	-3	-2	-1
Cn1cc([N+](=O)[O-])c(C(=O)Nc2ccc(-c3nc4ccccc4[nH]3)cc2)n1	-6	-1	-0.7	3	-2	10	-2	-9	4	-3
CCC(C)Sc1ccc([C@@H]2[C@@H]3C(=O)N(CC)C(=O)[C@@H]3[C@]3(C(=O)OC)CCCCN23)cc1OC (some centres not stated)	-4	-14	2.5	13	9.2*	8	-7	-7	-1	3
COc1ccc(N2CCc3c(C)nc4c(OC)cc(OC)cc4c32)cc1	-3	3	1.3	-16	-6	12	-5	-3	-70	0
O=C(C[C@H]1C(=O)N(CCc2ccccc2)C[C@@H]1c1ccccc1)Nc1ccccc1	-1	7	0.0	-14	-4	-5	4	9	-3	-1
O=C(CCNc1ccc(F)cc1)c1ccco1	-3	-6	-0.9	2	-2	-7	-2	-1	-4	0
Cc1ccc2nc(NC3=NCN(Cc4cccnc4)CN3)nc(C)c2c1	-2	-5	-0.7	0	-3	9	1	5	0	-4
COc1ccc(-c2cccc(C3CC=CC4C3C(=O)N(Cc3ccccc3)C4c3ccc(OC)c(Cl)c3)c2)cc1 (configuration not stated)	0	6	0.2	0	-1	14	-1	2	1	-1
Cc1ccn2cc(-c3ccc(NS(=O)(=O)c4ccccc4)cc3)nc2c1	0	-4	-18	-38	-14	2	-4	-7	-133	3
CSc1ccc(CN2CCCC(N3CCN(c4ccccc4)CC3)C2)cc1 (configuration not stated)	1	-21	0.3	6	6	-10	-3	4	8	6
Clc1cc(NCc2ccccc2)ncn1	6	-8	0.1	-2	8	-1	2	-10	7	0
CCOc1ccc(/C=C2\SC(=S)N(CC(=O)Nc3ccccn3)C2=O)cc1	3	3	0.3	-3	-2	-5	7	2	0	0
O=C(CCCn1nnnc1CN1CCOCC1)N1CCC(c2ccccc2Cl)C1 (configuration not stated)	1	-19	0.1	16	0	3	-1	6	5	1
CC1(C)Cc2c(sc(NC(=O)c3ccccc3)c2C(=O)O)CO1	-6	0	-0.9	1	-2	0	-3	2	-33	-1
Cc1ccc([C@@H]2CC(=O)[C@@H]3CN(S(=O)(=O)c4ccc(C)cc4)[C@H](c4ccccc4F)C[C@@H]3N2S(=O)(=O)c2ccc(C)cc2)cc1	15	1	-0.1	0	-1	-7	6	-3	1	1
O=S(=O)(c1ccc2ccccc2c1)N1CCN(C(=S)Nc2ccc(F)c(Cl)c2)CC1	11	-3	0.1	11	3	7	-3	-3	5	2
O=C1CC[C@@]23CCCN2C(=O)CCCC3C1 (some centres not stated)	-13	3	0.0	-2	-2	5	1	1	2	5
C/C(=N\NC(=O)c1cc2ccccc2cc1O)c1ccc2c(c1)OCO2	6	-6	-0.4	-5	-1	0	0	-1	-46	-1
O=C(Nc1cccc(F)c1)Nc1ccc2c(c1)C(=O)OC2	-8	7	0.0	4	-2	-5	-1	-5	3	1
COc1ccc(NC(=O)c2cc3c(=O)n(C)c4ccccc4c3n2C)cc1OC	-9	13	-4.3	-1	-2	12	2	-11	-3	0
COCC(=O)Nc1c(C(=O)Nc2cccc(OC)c2)oc2ccccc12	2	-4	0.7	4	-4	-10	1	2	0	-1
CSc1ccccc1NC(=O)COc1ccccc1Cl	-13	-3	-0.2	6	-1	-4	-2	-4	-2	-4
Cc1csc(NC(=O)NC2(C(F)(F)F)Oc3ccccc3O2)n1	5	13	0.5	-1	0	6	-2	0	2	-1
O=C(CC1OC(=O)c2ccccc21)NC1CCCCC1 (configuration not stated)	12	7	-0.2	3	0	-12	1	2	0	-2
CC(=O)[C@H]1CC[C@H]2[C@@H]3CC=C4C[C@@H](OS(=O)(=O)O)CC[C@]4(C)[C@H]3CC[C@]12C	-6	-7	0.5	-1	0	5	-2	2	-1	6
O=C(CC(=O)Nc1ccc(F)cc1F)Nc1ccc(F)cc1F	6	-19	0.7	11	2	9	-1	4	6	2
CC(=O)NC(CCCNC(=S)NC1CCCCC1)C(=O)O (configuration not stated)	-2	3	0.0	2	0	-3	-2	-7	0	2
COc1ccc(NC(=O)Nc2nc(C)cc(C)n2)c(OC)c1	-4	1	-0.6	-5	-4	3	5	-4	-1	-6
COc1ccc(CCC(=O)N2CC(C)OC(C)C2)cc1 (configuration not stated)	5	2	0.0	-10	-7	-2	5	-8	-1	2
COc1cccc(OCc2cc(C(=O)N3CCN(C(=O)c4ccco4)CC3)no2)c1	-1	7	-0.1	2	2	-6	-2	4	1	4
Clc1ccc(-c2cnc3n2CCCCC3)cc1	11	-8	0.3	6	0	4	-3	-7	3	0
CCN(CC)C(=O)C1=C(C)N(Cc2ccc(C(C)(C)C)cc2)C(=O)C(CC(=O)NCCCCc2ccccc2)C1 (configuration not stated)	-2	-3	-0.2	16	9.8*	-4	-3	-10	2	-4
CSc1ccccc1NC(=O)Nc1ccccc1	6	4	-1.4	-4	-1	1	2	-3	-1	3
CCOc1ccc(CNC(=O)CCC(=O)N2CCSc3ccccc32)cc1	-2	-9	-0.5	-4	-2	4	4	-8	0	3
C/C(=N\NC(=O)CSc1nc(C)cc(C)n1)c1cccc([N+](=O)[O-])c1	1	-6	-0.4	-1	-7	-1	4	-8	5	5
Cc1noc(/C=C/N(C)C)c1S(=O)(=O)N1CCCC(C(=O)Nc2ccccc2F)C1 (configuration not stated)	5	-1	-1.6	13	0	0	2	-8	-7	-3
O=C(CSc1cccc(C(F)(F)F)c1)NC(=O)NCc1ccco1	-11	8	0.6	-1	-1	2	1	1	-2	0
COC(=O)CN1C(=O)C(O)(CC(=O)c2ccc(Br)cc2)c2ccccc21 (configuration not stated)	1	-5	-0.7	-4	-3	0	1	-7	4	3
Cc1cccc(N=[N+]([O-])c2cccc(C)n2)n1	4	1	1.6	-39	-10	1	-2	2	-6	5

Three of the entries above in order of their number in DDE Tn6 FP inh, smallest number first.
SMILES	ARFGAP1 inh	TDP2 absorb	KLK7 zymogen act	ADAM10 inh	ADAM17 inh	ASAP1 inh	DDE Tn7 FP inh	DDE Tn6 FP inh	PLC-gamma1 inh	LEDGF integ inh
CCOc1ccc(CNC(=O)CCC(=O)N2CCSc3ccccc32)cc1	-2	-9	-0.5	-4	-2	4	4	-8	0	3
CSc1ccccc1NC(=O)COc1ccccc1Cl	-13	-3	-0.2	6	-1	-4	-2	-4	-2	-4
COc1ccc(-c2cccc(C3CC=CC4C3C(=O)N(Cc3ccccc3)C4c3ccc(OC)c(Cl)c3)c2)cc1 (configuration not stated)	0	6	0.2	0	-1	14	-1	2	1	-1

Following part:
SMILES	ARFGAP1 inh	TDP2 absorb	KLK7 zymogen act	ADAM10 inh	ADAM17 inh	ASAP1 inh	DDE Tn7 FP inh	DDE Tn6 FP inh	PLC-gamma1 inh	LEDGF integ inh
Cc1ccc(S(=O)(=O)N2CC[C@@]3(Cc4ccccc4)Cc4ccccc4C[C@@H]23)cc1	·	-2	·	3	2	·	-11	3	5	-7
CC(C)[C@H](NC(=O)c1ccccc1Br)C(=O)OCc1nc2ccsc2c(=O)[nH]1	-3	12	0.3	-8	-1	-7	-9	2	1	0
O=C(N/N=C/c1cc([N+](=O)[O-])cc([N+](=O)[O-])c1O)/C(=C\c1cccs1)NC(=O)c1ccccc1	3	-3	-0.3	9	2	10	0	11	0	-5
CCN(Cc1ccccc1)C(=O)C1CCN(S(=O)(=O)c2ccc3c(c2)OCCO3)CC1	1	5	-0.1	-8	0	7	-6	-6	-1	-3
CCOc1ccccc1NC(=O)c1ccc2nccnc2c1	8	4	-0.3	2	-5	-9	0	0	1	-4
COc1cccc(CC2CC(=O)N(c3ccc4c(C)cc(=O)oc4c3)C2=O)c1 (configuration not stated)	6	4	0.2	-58	-16	1	-1	3	-3	0
CCn1c(COc2ccc(C)cc2)nnc1SCc1cccc(C(F)(F)F)c1	·	-9	0.4	9	7	·	0	11	-2	0
Nc1scc2c(C(=O)O)nn(-c3ccccc3)c(=O)c12	6	-4	-0.4	-5	-2	7	-7	0	-17	3
Cn1c2ccccc2c(=O)c2ccc(C#CC3(O)CCCCC3)cc21	0	6	-18	i	-295	3	0	-5	-225	-2
COc1ccc(C(CNC(=O)CNC(=O)c2cccc(C)c2)N2CCCCC2)cc1 (configuration not stated)	-9	3	0.5	1	-5	-10	-1	0	2	0
CC(=O)c1ccc(NC(=O)C(C)Nc2ccc(Cl)cc2)cc1 (configuration not stated)	-4	8	0.2	6	0	-8	0	-1	2	-4
Cc1ccc(C(=O)COC(=O)c2cccc(NC(=O)c3ccc([N+](=O)[O-])cc3[N+](=O)[O-])c2)cc1	-2	1	-0.6	25*	4	-2	3	-2	2	-4
Cc1cccc(C(C)(C)C)c1OCCN1CCCC1	1	4	-0.2	-1	5	3	-1	-3	2	-2
CCCN(CCC)CCNC(=O)C1c2ccccc2C(=O)N(CCOC)C1c1ccc(F)cc1 (configuration not stated)	1	4	-0.4	-7	-4	4	-7	1	1	1
CCc1nnc(NS(=O)(=O)c2ccc(N)cc2)s1	-2	-3	0.6	-11	-9	6	4	-9	5	-5
CSCCC(NC(=O)C12CC3CC(CC(C3)C1)C2)C(=O)OCC(=O)c1ccc(Cl)cc1 (configuration not stated)	0	-1	1.2	5	-3	1	-2	-1	1	-1
CCOc1ccc2oc(C(=O)OCC(=O)NC3CC3)c(C)c2c1	3	-2	2.2	-88	-28	-4	0	10	-31	4
C=C1CCCC2OC(CC3=CC4/C(C)=C/CC(C)CC(/C=C(\C)C(O)C5CC(O)C(O)C(CCC(O)/C=C/C(C)=C/CCC6=NCCC(C3)C64C)O5)OC(=O)CC3OC(C(O)C1)C(O)C3O)CC(O)C2O (configuration not stated)	-9	-5	-0.2	-27	-5	12	0	8	-9	0
COCCOc1cc(NC(=O)CS(=O)(=O)CC(=O)N(C)C)c(Cl)cc1Cl	-7	-9	-0.5	-4	-6	-1	6	10	-2	-1
Cc1cc(Nc2cccc(F)c2)nc(-c2ccccc2O)n1	6	1	197*	13	2	12	-6	-12	-253	0

Outcome played no part in choosing rows; about 4.2% have a hit in one of these screens.
